Source: PubChem BioAssay (National Center for Advancing Translational Sciences (NCATS))
D1 antag – blocks dopamine activation of the human D1 receptor. activity change, negative = inhibition, % at 10 µM. P21728. HEK293 TREx D1 cells, calcium flux, dopamine EC80; active compounds read low. actives 3.2% (n = 360,000); in the data active means activity change below about -30%; further: on the % scale 0 is the no-effect control and ±100 the full control effect
Target sequence (P21728 whole entry, looked up): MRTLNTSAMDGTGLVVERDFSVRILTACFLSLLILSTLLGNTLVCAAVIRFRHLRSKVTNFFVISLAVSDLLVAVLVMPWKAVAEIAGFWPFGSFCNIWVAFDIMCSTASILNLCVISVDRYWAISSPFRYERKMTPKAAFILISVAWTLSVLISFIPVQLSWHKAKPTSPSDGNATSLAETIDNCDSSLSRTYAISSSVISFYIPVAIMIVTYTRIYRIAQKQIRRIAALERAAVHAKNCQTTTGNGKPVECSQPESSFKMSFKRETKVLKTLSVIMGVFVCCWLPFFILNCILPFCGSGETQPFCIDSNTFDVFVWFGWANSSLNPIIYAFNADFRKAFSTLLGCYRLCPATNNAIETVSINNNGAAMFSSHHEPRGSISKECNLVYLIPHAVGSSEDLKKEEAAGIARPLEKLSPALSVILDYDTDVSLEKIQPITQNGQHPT
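Inducible Hek293 Trex D1 cells (tetracycline, overnight, 30 C). Calcium dye 30–90 min RT. Antagonist mode: EC80 dopamine added after 180 s compound read.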
D1 ag – human D1 receptor agonism; actives 1% (n = 360,000); activation, % at 2 µM; P21728; HEK293 T-REx D1 cells, calcium flux, agonist mode; in the data active means activation above about 30%; further: 0% is about no effect
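Agonism was scored from calcium flux recorded over 180 s (1 read/s) after pintool compound addition, following a 10-cycle baseline. Cells were inducible force-coupled HEK293 TREx D1, plated overnight at 30 C and loaded with no-wash calcium dye.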
D2 agonist – D2 dopamine receptor (human) agonism; HEK293 T-REx D2 cells, calcium flux agonist mode; activation, % at 2 µM; actives 0.53% (n = 340,000); AID 485358;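 active means activation over 3 SD above normal in the single-dose calcium agonist read, cut at about 30% in these data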; further: 0% is about no effect
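Agonism is scored from calcium flux in a force-coupled, inducible HEK293 cell line expressing D2, read kinetically for 180 s after compound addition against dopamine controls.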
D2 antag – antagonizes the human D2 dopamine receptor. P14416. HEK293 TREx D2 cells, calcium flux, dopamine EC80. inhibition, % at 10 µM. actives 2% (n = 340,000). AID 485344; in the data active means inhibition above about 30%; further: 0% is about no effect
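In this primary screen, negative modulation is detected by tracking calcium flux after an EC80 dopamine challenge in inducible HEK293 T-REx D2 cells preexposed to test compound for 180 s.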
TRHR enhancer – TRH receptor (human) allosteric enhancement. TRHR cells, fluo-8 calcium fluorescence, EC20 TRH enhancement. enhancement, % at 2 µM. actives 0.66% (n = 360,000). AID 493056; in the data active means enhancement above about 30%; further: 0% is about no effect
Target sequence (P34981 whole entry, looked up): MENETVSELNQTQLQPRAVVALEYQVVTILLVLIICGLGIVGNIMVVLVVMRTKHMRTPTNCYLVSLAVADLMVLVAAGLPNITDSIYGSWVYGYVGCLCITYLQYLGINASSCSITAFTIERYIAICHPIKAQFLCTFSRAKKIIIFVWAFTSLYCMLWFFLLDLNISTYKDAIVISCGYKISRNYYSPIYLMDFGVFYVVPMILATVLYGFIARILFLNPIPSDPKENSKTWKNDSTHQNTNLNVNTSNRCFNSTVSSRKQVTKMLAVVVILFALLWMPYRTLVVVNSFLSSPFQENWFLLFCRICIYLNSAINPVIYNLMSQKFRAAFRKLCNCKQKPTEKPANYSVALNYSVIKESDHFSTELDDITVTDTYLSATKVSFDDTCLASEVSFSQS
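TRHR-expressing cells loaded with fluo-8 calcium dye were read kinetically (ex 480/em 530) during compound addition, then stimulated with an EC20 of TRH (10 nM final). Enhancement of the Gq-mediated intracellular calcium response was scored.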
RXFP1 antagonist – antagonists of human relaxin receptor RXFP1; Q9HBX9; HEK293-RXFP1, relaxin-stimulated cAMP HTRF, 30 min; active compounds read low; activity change, negative = inhibition, % at 57.5 µM; actives 0.59% (n = 350,000); AID 1259400;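 active means activity change of -60% or lower, but not beyond a set lower limit; inconclusive means change between -60% and -40%, or beyond the set limit; inactive means change above -40%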; further: on the % scale 0 is the no-effect control and ±100 the full control effect
D2 PAM – D2 dopamine receptor (human) potentiation | P14416 | actives 0.34% (n = 340,000) | HEK293 T-REx D2, calcium flux, EC20 dopamine potentiation | AID 485347 | potentiation, % at 10 µM;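 active means potentiation over 3 SD above the plate norm, cut at about 30% in these data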; further: 0% is about no effect
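Potentiation of an EC20 dopamine calcium response is measured in a force-coupled, tetracycline-inducible Hek293 Trex D2 line. Compound-only kinetic reads over 180 s flag agonists before dopamine addition.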
D1 PAM – potentiators of human D1 dopamine receptor. P21728. HEK293 TREx D1 cells, calcium flux, dopamine EC20 potentiation. potentiation, % at 10 µM. actives 0.036% (n = 360,000); in the data active means potentiation above about 30%; further: 0% is about no effect
RXFP1 ag – RXFP1 (human) receptor agonism | Q9HBX9 | HEK293T-RXFP1 cAMP TR-FRET, 30 min; response scale: percent of porcine relaxin response, buffer zero | Potency, µM (series often up to 57.5 µM), without a hit: at the highest dose activation, actives largely listed as activators | actives 0.3% (n = 370,000) | AID 2676; active means well fitted activation curve with a large enough effect; inconclusive means small, poorly fitted or top-dose-only effect; further: potency means the concentration at half of the fitted maximal effect; on the % scale 0 is the no-effect control and ±100 the full control effect; nearly all actives have a fitted effect of over 60% in size; many of its hits are not listed in these tables
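HEK293 cells stably expressing RXFP1, treated 30 min at 37C with compounds plus PDE4 inhibitor Ro 20174; cAMP measured by HTRF TR-FRET. Normalized to buffer and 29 nM porcine relaxin; EC50 by Hill fit.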
An asterisk follows results filed as active; ? = inconclusive; nt = not tested or not shown. The list is partial; rates above refer to the full screens.

Start of the listing, in advance (2 entries):
SMILES	D1 antag	D1 ag	D2 agonist	D2 antag	TRHR enhancer	RXFP1 antagonist	D2 PAM	D1 PAM	RXFP1 ag
CCOC(=O)N1CCN(S(=O)(=O)c2ccc(OCC)c3ccccc23)CC1	-21	23	-0.7	-7	-1	5	5	-7	2.8%
COC(=O)c1cccc(N(C(=O)c2ccco2)C(C(=O)NC2CCCC2)c2ccco2)c1 (stereo not drawn)	-16	0	0.5	-9	2	-6	16	-1	-0.3%

The whole of this part, from the first entry:
SMILES	D1 antag	D1 ag	D2 agonist	D2 antag	TRHR enhancer	RXFP1 antagonist	D2 PAM	D1 PAM	RXFP1 ag
CCOC(=O)N1CCN(S(=O)(=O)c2ccc(OCC)c3ccccc23)CC1	-21	23	-0.7	-7	-1	5	5	-7	2.8%
COC(=O)c1cccc(N(C(=O)c2ccco2)C(C(=O)NC2CCCC2)c2ccco2)c1 (stereo not drawn)	-16	0	0.5	-9	2	-6	16	-1	-0.3%
CCCc1cc(=O)[nH]c(SCC(=O)c2cc(C)n(C(C)COC)c2C)n1 (stereo not drawn)	3	0	-0.3	-18	-1	19	-13	0	0.6%
CC1CN(C(=S)Nc2ccccc2)N(c2ccccc2)C1 (stereo not drawn)	-2	-1	-0.6	-4	2	-4	5	-8	-3.3%
CC[C@@]12C(=O)N(c3ccc(C)cc3)C(=O)N1[C@H](c1ccc(Br)cc1)[C@@H]1C(=O)N(C(C)(C)C)C(=O)[C@@H]12	-12	4	2.2	19	-3	nt	0	8	1.5%
O/N=C(\c1ccccn1)C1CC1c1ccccc1 (stereo not drawn)	-29	0	1.3	-1	0	1	-4	0	0.0%
CN1CCC(=NNC(=O)C(=O)Nc2cccc(Br)c2)CC1	-10	3	-0.8	5	9	-15	nt	0	-3.8%
Cc1nn(C)c2c1c(-c1ccccc1)cc(=O)n2Cc1ccccc1C#N	2	20	-0.9	nt	5	-6	-3	-4	0.3%
O=C(NCCCN1CCCC1=O)NC1CCCCC1	0	3	0.6	0	14	-5	-7	-2	0.4%
COc1ccc(C/C(O)=C(\C#N)c2nc3ccccc3[nH]2)cc1OC	15	1	-0.9	-8	-8	-5	-2	-1	2.0%
CCOC(=O)C1CCN(C(=O)CCn2c(=O)c3cccn3c3cccnc32)CC1	-6	6	-1.8	-22	0	-3	-5	0	1.9%
CCc1ccccc1NC(=O)N1CCCn2nc(C)cc21	3	1	-0.3	nt	-3	-8	-6	2	1.4%
N=c1oc2ccc(Br)cc2cc1C(=O)NCc1ccc(F)cc1	10	1	-0.5	9	-13	-4	-4	0	-1.1%
COc1ccc(CCNc2nc(=O)[nH]nc2C)cc1OC	16	3	0.7	-3	6	11	-10	-4	-2.3%
CCN(CC)C(=O)c1ccc2c(=O)n(Cc3cccc(Br)c3)c(=S)[nH]c2c1	14	2	1.8	-17	4	5	-7	-4	-1.6%
O=C(CSc1nnc(-c2cccs2)o1)N1CCCc2ccccc21	6	6	0.7	-22	5	16	0	-7	3.4%
COc1cc(C(=O)NCc2cccc3ccccc23)ccc1OCc1ccccc1	3	7	20	0	4	7	-3	1	2.0%
O=C(Oc1ccc2ccc(=O)oc2c1)c1ccccc1	6	1	0.4	5	3	-4	4	-4	-0.1%
Cc1nnc(SCC(=O)Nc2ccc(F)cc2)n(N)c1=O	5	6	0.7	-27	-3	5	-3	-3	6.7%
O=C(COc1nncc2ccccc12)NCC(F)(F)F	-9	2	1.7	-5	-3	0	0	0	2.2%
COc1ccccc1C(=O)OCn1nnc2ccccc2c1=O	8	1	-0.4	15	-3	16	-1	-4	2.3%
Cc1n[nH]c(C)c1CCN(C)C(=O)C1CCC(=O)N(CC2CCCCC2)C1 (stereo not drawn)	-10	1	0.0	-1	3	-12	4	-18	1.0%
Cc1nn(-c2ccccc2)c(Cl)c1C(=O)NCC(=O)O	-11	0	1.4	-23	-8	-2	14	-4	-1.7%
NS(=O)(=O)c1ccc(CCNC(=O)c2ccc(-c3ccccc3)cc2)cc1	-22	1	nt	nt	11	-5	nt	-6	?
COc1ccc(CCN2C(=O)CC(Sc3ncccc3C(=O)O)C2=O)cc1OC (stereo not drawn)	25	-3	-0.2	-5	-4	-3	16	4	-1.5%
SMILES	D1 antag	D1 ag	D2 agonist	D2 antag	TRHR enhancer	RXFP1 antagonist	D2 PAM	D1 PAM	RXFP1 ag
CCOc1ccc(N=c2cc(-c3ccc(OC)cc3)oc3ccccc23)cc1	-16	0	-0.2	6	3	-16	17	-8	-2.5%
Cc1ccc(/C=N/NC(=O)c2c[nH]c3ccccc23)o1	-18	0	-1.1	7	2	13	-12	-3	-0.4%
COc1ccc(CCNC(=O)C2CCCN2S(=O)(=O)c2cccc3nsnc23)cc1OC (stereo not drawn)	11	0	-0.6	12	-5	-1	-2	2	0.4%
CC(C)C[C@@H]1NC(=O)N(CCN2CCOCC2)C1=O	-13	1	-0.3	-7	22	-15	0	0	2.0%
COc1cc(-c2ccno2)ccc1S(=O)(=O)N1CCN(c2cc(C)ccc2C)CC1	0	4	-0.7	nt	4	-13	3	-3	0.5%
CCCn1c(NC(=O)c2ccc(C)cc2)nc2ccccc21	-2	1	-1.2	6	5	-5	0	2	8.6%
COc1ccc(F)c(CN2CCC(CO)(Cc3cccc(C(F)(F)F)c3)CC2)c1	5	7	1.7	-5	-3	-14	-4	-1	3.2%
COc1ccc(C(=O)N/C(=C/c2cccnc2)C(=O)N2CCCCCC2)cc1OC	5	3	0.6	25	2	15	3	-3	-0.7%
c1ccc(CNCC2COc3ccccc3O2)cc1 (stereo not drawn)	5	1	64*	62*	0	5	-25	-4	-2.7%
Cc1cc(C)n(-c2ccc(C(=O)NC3CCCCC3)cc2)n1	8	6	1.8	6	-4	-4	4	-1	0.4%
Cn1cccc1Cc1nnc(SCC(=O)NC2CCCCC2)n1CCc1ccccc1	4	-1	-1.2	2	-5	nt	-6	-3	7.5%
c1cncc(-c2nc(-c3ccc4c(c3)OCO4)cs2)c1	12	1	-0.2	7	6	7	7	1	4.3%
Cc1ccsc1C(=O)OCC(=O)NC1CCCCC1C (stereo not drawn)	22	0	-0.3	-6	-3	-5	-1	3	-0.5%
O=C(NCC1CCCO1)C(c1ccc(F)cc1)N(Cc1ccc(F)cc1)C(=O)Cn1nnc(-c2cccs2)n1 (stereo not drawn)	-4	7	1.1	2	-9	8	14	-1	2.1%
Clc1ccc(COn2nnc3ccccc32)c(Cl)c1	-17	5	-0.8	19	-6	6	-6	-10	1.5%
COc1ccc(C(=O)NN)cc1COc1ccc(Br)cc1	-2	1	-0.8	-11	-1	-5	2	-5	0.5%
CCC(=O)c1ccc(OCC(=O)Nc2cccc(S(=O)(=O)N(C)c3ccccc3)c2)cc1	-14	5	-0.6	4	0	10	-2	-3	-0.6%
Cc1[nH]c2ccccc2c1C(=O)C(C)OC(=O)c1ccc(Cl)nc1 (stereo not drawn)	4	2	-0.5	-7	10	-24	4	-5	-0.1%
CCN1CCN(c2nc3c(c(=O)n(C)c(=O)n3C)n2CCSc2ncccn2)CC1	-5	0	0.8	6	-5	2	-6	-3	2.9%
O=C1[C@H]2C(c3ccccc3)=NN(c3ccccc3)[C@H]2C(=O)N1c1ccccc1	-45*	4	0.2	-17	-1	-12	2	-8	11%
CCn1cc([N+](=O)[O-])c(C(=O)Nc2c(C)nn(Cc3cccc(F)c3)c2C)n1	2	0	0.1	-2	-1	19	4	0	0.4%
CCCCOc1ccc(C(=O)Oc2cccnc2)cc1	-5	4	-1.0	-9	-2	-4	17	4	4.8%
CCOc1ccc(OCCCCn2cnc3ccccc3c2=O)cc1	-42*	1	-0.9	6	-6	-4	-1	1	-1.4%
Cc1cc(NC(=O)CSc2ncnc3c2cnn3-c2cccc(Cl)c2)no1	0	2	0.2	-16	-1	6	-1	-3	6.3µM*
Cc1coc2c(C)c3oc(=O)c(CCC(=O)NCCCN4CCCC4=O)c(C)c3cc12	9	-1	0.7	1	20	nt	15	-1	2.1%
SMILES	D1 antag	D1 ag	D2 agonist	D2 antag	TRHR enhancer	RXFP1 antagonist	D2 PAM	D1 PAM	RXFP1 ag
COc1cccc(OC)c1NC(=O)Cn1nc(C)c2ccccc2c1=O	5	-1	1.7	1	-5	0	13	-7	0.4%
CCOC(=O)c1ccc(-n2c(CN(CC)CC)nc3ccc([N+](=O)[O-])cc3c2=O)cc1	-4	7	0.1	-5	-7	-6	-7	-2	-0.8%
C/C=C\C=C\C(=O)N1CC2(CC(c3cccc(NC(=O)CC(c4ccccc4)c4ccccc4)c3)=NO2)C[C@H]1C(N)=O (stereo partly drawn)	-14	14	-0.4	23	11	nt	-5	1	0.0%
CCOc1cc(/C=C2/SC(=S)N(CC3CCCO3)C2=O)ccc1O (stereo not drawn)	2	68*	11	13	5	0	-2	7	1.8%
COc1ccccc1CNC(=O)c1ccccc1NS(C)(=O)=O	-6	0	1.0	2	1	-12	7	0	2.0%
COc1cc2[nH]c3c(Cl)ncnc3c2cc1OC	-6	2	1.4	11	-4	nt	5	0	16%
O=C(Nc1cc(Cl)ccc1Cl)Nn1cnnc1	-12	4	-0.4	4	-3	6	-3	3	1.1%
COC(=O)C1=C(N)Oc2cc(C)n(C)c(=O)c2C1c1ccc(Cl)c(Cl)c1 (stereo not drawn)	-33*	0	5.8	-6	-6	-5	-9	-3	2.4%
Cc1ccc(CNC(=O)c2ccc(OCC(C)C)cc2)n1C	21	5	-1.5	-8	5	-3	4	15	4.2%
COc1ccc(-c2nnc(NC(=O)CSc3ccc(C)cc3)s2)cc1OC	2	1	0.1	4	-2	18	2	2	8.1%
CN(CCc1ccccn1)C(=O)c1cc(COc2ccc(F)cc2F)on1	-14	3	0.5	9	0	-2	1	-2	1.2%
O=C(N/N=C/c1ccccn1)C(=O)N1CCCCCC1	-1	2	-0.7	4	-3	11	9	-11	3.3%
O=C(O)C1CCCCC1C(=O)NCc1ccc(F)cc1 (stereo not drawn)	16	2	0.0	-4	-5	7	-7	2	1.1%
COc1ccc(NC(=S)c2ccc3ccccc3n2)cc1	13	4	-1.0	5	1	6	1	7	2.3%
CCOc1ccc(Cc2nnc(SCC(=O)Nc3ccc(C(C)=O)cc3)[nH]c2=O)cc1	-10	3	0.0	0	-14	-21	-9	-7	-0.9%

Given with values under each structure: part of the list above.
Below each compound – D1 antag	D1 ag	D2 agonist	D2 antag	TRHR enhancer	RXFP1 antagonist	D2 PAM	D1 PAM	RXFP1 ag
COc1ccc(-c2nnc(NC(=O)CSc3ccc(C)cc3)s2)cc1OC
 : 2	1	0.1	4	-2	18	2	2	8.1%
COc1cccc(OC)c1NC(=O)Cn1nc(C)c2ccccc2c1=O
 : 5	-1	1.7	1	-5	0	13	-7	0.4%
Cc1ccc(CNC(=O)c2ccc(OCC(C)C)cc2)n1C
 : 21	5	-1.5	-8	5	-3	4	15	4.2%
O=C(O)C1CCCCC1C(=O)NCc1ccc(F)cc1 (stereo not drawn)
 : 16	2	0.0	-4	-5	7	-7	2	1.1%
